Screening results deposited in PubChem by Vanderbilt High Throughput Screening Facility.
AMPAR-TARP mod: modulators of AMPA receptor GluA2-stargazin complexes | O88602+P19491 | HEK293 GluA2+stargazin, membrane potential dye (FDSS), glutamate EC50; hits were called plate by plate, in both directions | calls only at 30 µM | actives 3.5% (n = 40,000);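 active means any of four per-well response measures lying three or more SD from its plate-wide compound average, in either direction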
Target sequence (O88602 whole entry, looked up): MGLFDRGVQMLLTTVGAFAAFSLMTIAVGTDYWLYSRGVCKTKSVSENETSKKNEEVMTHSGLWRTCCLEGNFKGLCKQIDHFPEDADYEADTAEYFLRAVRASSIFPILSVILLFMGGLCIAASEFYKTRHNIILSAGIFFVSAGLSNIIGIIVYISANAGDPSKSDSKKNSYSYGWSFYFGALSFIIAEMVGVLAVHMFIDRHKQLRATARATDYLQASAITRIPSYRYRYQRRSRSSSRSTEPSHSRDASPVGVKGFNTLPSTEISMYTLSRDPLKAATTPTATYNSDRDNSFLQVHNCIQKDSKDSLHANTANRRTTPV
Target sequence (P19491 whole entry, looked up): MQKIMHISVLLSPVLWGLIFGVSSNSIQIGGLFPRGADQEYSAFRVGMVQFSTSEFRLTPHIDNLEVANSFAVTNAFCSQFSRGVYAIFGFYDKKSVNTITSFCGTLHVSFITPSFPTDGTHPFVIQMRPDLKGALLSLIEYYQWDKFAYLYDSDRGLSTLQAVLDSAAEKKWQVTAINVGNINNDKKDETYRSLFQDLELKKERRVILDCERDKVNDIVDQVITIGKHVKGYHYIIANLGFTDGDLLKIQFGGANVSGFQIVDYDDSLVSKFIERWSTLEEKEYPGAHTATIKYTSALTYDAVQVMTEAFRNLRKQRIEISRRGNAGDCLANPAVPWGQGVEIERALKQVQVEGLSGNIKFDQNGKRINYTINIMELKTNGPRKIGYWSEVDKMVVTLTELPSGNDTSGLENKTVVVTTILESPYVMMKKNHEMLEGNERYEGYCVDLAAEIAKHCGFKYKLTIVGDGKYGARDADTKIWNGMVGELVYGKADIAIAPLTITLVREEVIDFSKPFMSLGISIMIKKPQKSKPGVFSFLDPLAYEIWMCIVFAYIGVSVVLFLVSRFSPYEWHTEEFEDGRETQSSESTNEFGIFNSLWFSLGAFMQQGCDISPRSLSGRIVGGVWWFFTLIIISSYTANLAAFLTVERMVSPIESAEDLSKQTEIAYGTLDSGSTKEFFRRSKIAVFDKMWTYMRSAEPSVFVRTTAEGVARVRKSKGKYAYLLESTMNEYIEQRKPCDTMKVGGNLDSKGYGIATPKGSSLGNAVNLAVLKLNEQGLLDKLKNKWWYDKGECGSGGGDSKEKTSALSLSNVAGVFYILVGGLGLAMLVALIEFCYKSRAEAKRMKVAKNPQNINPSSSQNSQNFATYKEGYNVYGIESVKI
AMPAR-TARP mod agonism max-min: recorded beside AMPAR-TARP mod, whose call it bears; compound max-min signal; compound-alone response (agonism);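 unitless range of fluorescence divided by baseline over first 100 seconds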
AMPAR-TARP mod glutamate slope: also measured in AMPAR-TARP mod; calls as there; glutamate slope, % of max; measured here: glutamate response slope, % max;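 scaled per plate between vehicle wells and maximal 1 mM glutamate control wells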
* = called active by the depositor; i = inactive; + = active, no number. Some of the compounds tested; the hit share may differ from the screen's.

SMILES,AMPAR-TARP mod,AMPAR-TARP mod agonism max-min,AMPAR-TARP mod glutamate slope
CC1CC(C)CN(S(=O)(=O)c2ccc(C(=O)N(C)c3ccccc3)cc2)C1 (stereo not given),i,0.0904,67.1
COc1ccc(N(Cc2cccc(C)c2)S(=O)(=O)c2ccc3nncn3c2)cc1,+,0.0932*,67.9*
COc1ccc2sc(N(CCN3CCOCC3)C(=O)c3ccc4c(c3)OCCO4)nc2c1,i,0.063,28.8
O=C(Cn1nc(C(=O)Nc2ccccc2)ccc1=O)Nc1ccc2c(c1)OCCO2,i,0.0282,45.1
Cc1c(Cl)cccc1S(=O)(=O)N1CCN(S(=O)(=O)C2CC2)CC1,i,0.0947,67.6
CCN(CC)S(=O)(=O)c1ccc(C(=O)Nc2nnc(-c3ccc(C)c(C)c3)o2)cc1,i,0.0391,52.8
COCCn1c(=O)c2c(nc3n2CC(C)CN3c2ccccc2)n(C)c1=O (stereo not given),i,0.0946,56.7
CC(C)c1nnc(C2CCN(C(=O)CNC(=O)c3ccccc3)CC2)o1,i,0.131,53.4
O=C(NCCCN1CCCC1=O)C(=O)Nc1ccc(F)cc1F,i,0.0449,45.6
O=C(CSc1ccc(F)cc1)Nc1ccc2c(c1)CN(C(=O)c1ccco1)CC2,i,0.0583,52.9
COCCNC(=O)C(=O)NCCCN1CCCC1=O,i,0.125,44.7
COc1ccc(NC(=O)c2nnn(-c3ccc(C(C)C)cc3)c2C)c(OC)c1,i,0.0613,54.7
NC(=O)C1CCN(c2oc(-c3cccs3)nc2S(=O)(=O)c2ccccc2)CC1,i,0.142,55.1
Cn1c(=O)c2c(nc3n2CC(=O)N(CCc2ccccc2)C3)n(C)c1=O,i,0.109,34.4
CC(C)(C)c1cc(NC(=O)C2COCC(=O)N2Cc2ccccc2)on1 (stereo not given),+,0.129*,46.6*
CC(C)CCNC(=O)c1ccc(C2Nc3cc(C(F)(F)F)ccc3S(=O)(=O)N2)cc1 (stereo not given),i,0.0816,62.8
COc1ccc(C)cc1NC(=O)c1cc(S(=O)(=O)N2CCN(c3cccc(C)c3)C(C)C2)ccc1F (stereo not given),i,0.115,65.1
Cn1c(=O)c2c(SCC(=O)N3CCCCCC3)ccnc2n(C)c1=O,i,0.129,68.7
CC(C)CC(=O)NCCn1ncc2c(N3CCCCCC3)ncnc21,i,0.0909,57.9
COc1ccc(F)cc1S(=O)(=O)NCC(c1ccc(C)cc1)N1CCOCC1 (stereo not given),i,0.0818,72.4
O=C(COc1ccccc1[N+](=O)[O-])Nc1ccc2c(c1)OCO2,i,0.0592,24.2
CC1CCCCN1C(=O)CSc1nc(-c2ccccc2)[nH]c1S(=O)(=O)c1ccccc1 (stereo not given),+,0.0916*,75.3*
COc1ccc(-c2noc(CSc3nc4ccccc4c(=O)n3C(C)C)n2)cc1OC,i,0.0624,66.7
Cc1ccc(N2CCCS2(=O)=O)cc1NC(=O)NC(c1ccccc1)c1ccccc1,i,0.0895,55.9
COc1ccc(C(CNS(=O)(=O)c2ccc(OC)c(C)c2)N2CCN(C)CC2)cc1 (stereo not given),i,0.0472,41.8
Cc1cc(C)n(-c2cc(N3CCN(C(=O)Nc4ccc(Cl)c(C(F)(F)F)c4)CC3)ncn2)n1,i,0.108,63.0
O=C(NCC1CCN(Cc2ccccn2)CC1)c1ccc(F)c(F)c1,i,0.047,29.2
Cc1ccc(-n2nnc(C(=O)N(C)c3ccccc3)c2C)c(C)c1,i,0.0537,55.5
COc1ccc(OC)c(C(=O)C2COC(=O)C2)c1 (stereo not given),i,0.0625,32.2
COc1cn(CC(=O)Nc2c(C)cc(C)cc2C)c(CSc2ncccn2)cc1=O,i,0.0538,59.7

Shown with each value named: entries from further up
Cn1c(=O)c2c(SCC(=O)N3CCCCCC3)ccnc2n(C)c1=O
  AMPAR-TARP mod: i; AMPAR-TARP mod agonism max-min: 0.129; AMPAR-TARP mod glutamate slope: 68.7
O=C(NCCCN1CCCC1=O)C(=O)Nc1ccc(F)cc1F
  AMPAR-TARP mod: i; AMPAR-TARP mod agonism max-min: 0.0449; AMPAR-TARP mod glutamate slope: 45.6

4 compounds from above, limited to AMPAR-TARP mod agonism max-min.
mol | AMPAR-TARP mod agonism max-min
CC(C)c1nnc(C2CCN(C(=O)CNC(=O)c3ccccc3)CC2)o1 | 0.131
O=C(COc1ccccc1[N+](=O)[O-])Nc1ccc2c(c1)OCO2 | 0.0592
CC(C)CC(=O)NCCn1ncc2c(N3CCCCCC3)ncnc21 | 0.0909
CCN(CC)S(=O)(=O)c1ccc(C(=O)Nc2nnc(-c3ccc(C)c(C)c3)o2)cc1 | 0.0391

Molecules listed so far that contain two or more sulfur atoms, in the order listed:
SMILES,AMPAR-TARP mod,AMPAR-TARP mod agonism max-min,AMPAR-TARP mod glutamate slope
Cc1c(Cl)cccc1S(=O)(=O)N1CCN(S(=O)(=O)C2CC2)CC1,i,0.0947,67.6
NC(=O)C1CCN(c2oc(-c3cccs3)nc2S(=O)(=O)c2ccccc2)CC1,i,0.142,55.1
CC1CCCCN1C(=O)CSc1nc(-c2ccccc2)[nH]c1S(=O)(=O)c1ccccc1 (stereo not given),+,0.0916*,75.3*

(continued)
SMILES,AMPAR-TARP mod,AMPAR-TARP mod agonism max-min,AMPAR-TARP mod glutamate slope
COc1ccc(-c2cc(CC(=O)Nc3ccc(OC(F)(F)F)cc3)no2)cc1OC,i,0.0877,41.3
COc1ccc(S(=O)(=O)NCC(c2cccn2C)N2CCCC2)cc1OC (stereo not given),i,0.0674,60.3
Cc1cc(C)c2sc(NC(=O)C3CCCC3)nc2n1,i,0.0879,54.7
Cc1ccc(NC(=O)C(=O)NCCCn2ccnc2)cc1N1CCCC1=O,i,0.0953,58.2
COc1cccc(CCNC(=O)C(=O)Nc2c3c(nn2C(C)(C)C)CSC3)c1,i,0.0265,57.6
COc1cccc(NC(=O)c2cnn3c(C(F)F)cc(-c4ccccc4)nc23)c1,i,0.0414,45.5
COc1ccc(Cl)cc1NC(=O)CC(C)n1nc(C)c(Cl)c1C (stereo not given),i,0.141,31.3
COc1ccc(C)c2sc(N(Cc3ccncc3)C(=O)c3ccc(C#N)cc3)nc12,i,0.0631,62.5
CC(Oc1ccccc1)C(=O)N1CCN(c2ccc(-c3cccnc3)nn2)CC1 (stereo not given),i,0.0744,32.7
O=C(NCCCN1CCOCC1)C(=O)Nc1ccc(F)c(Cl)c1,i,0.0456,54.0
CCOc1ccccc1C(=O)N1CCN(c2nccn2CC)CC1,i,0.0565,72.6
CCOC(=O)C1=C(C)NC(=O)NC1c1ccc(F)cc1 (stereo not given),i,0.127,60.1
Cc1ccc(-n2nnc(C(=O)Nc3cc(Cl)ccc3C)c2C)cc1F,i,0.0923,62.2
Cc1cc(C)n(CC2CCN(C(=O)COc3ccc(Cl)cc3Cl)CC2)n1,i,0.0881,75.9
O=C(NCCNC(=O)C(c1ccccc1)c1ccccc1)c1ccc(NC(=O)C2CC2)cc1,i,0.0907,47.2
O=C(N1CC(c2nc(-c3ncccn3)no2)C1)C1(c2ccc(Cl)cc2)CCCC1,i,0.122,47.9
O=C(c1ccc(C(F)(F)F)cc1)N(CCc1ccccc1)Cc1ccccn1,i,0.0899,62.5
CCCCc1ccc(NC(=O)Cn2nc(C(=O)N3CCOCC3)cc2C)cc1,i,0.0791,64.2
Cc1cc(C(=O)NCCn2ncc3c(N4CCCCCC4)ncnc32)no1,i,0.0864,70.0
CCN(C1CCCCC1)S(=O)(=O)c1ccc(C(=O)Nc2nnc(-c3ccc(F)cc3)o2)cc1,i,0.123,54.6
CC(C)COC(=O)NCCc1nc2ccccc2[nH]1,i,0.0917,56.0
O=C(Nc1ccc(OC(F)(F)F)cc1)c1n[nH]c2ccccc12,i,0.15,51.1
Cn1cccc1C(CNS(=O)(=O)c1ccc2c(c1)OCCO2)N1CCOCC1 (stereo not given),i,0.0823,59.5
CCOc1ccc(N2C(=O)N(CC(=O)NCCC(C)C)c3ccccc3S2(=O)=O)cc1,i,0.067,63.4
Cc1ccc(Cn2c(=O)c3c(nc4n(-c5ccccc5O)c(C)cn34)n(C)c2=O)cc1,i,0.147,62.9
COc1ccc(OC)c(-n2c(C)cn3c4c(=O)n(CC(C)=O)c(=O)n(C)c4nc23)c1,i,0.0622,56.6
O=C(NCC1CCN(C(=O)c2cc3ccccc3o2)CC1)c1ccc(Br)o1,i,0.0418,32.2
CCOc1ccc(OCCNC(=O)c2c(F)cccc2F)cc1,i,0.09,60.7
Cc1cccc(N2CCn3c2nc2c3c(=O)n(CC(=O)O)c(=O)n2C)c1,i,0.0685,25.8
COc1cccc(-c2cc(C(=O)N3CCCN(CCn4cccn4)CC3)[nH]n2)c1,i,0.121,83.8

Further entries
Molecule | AMPAR-TARP mod | AMPAR-TARP mod agonism max-min | AMPAR-TARP mod glutamate slope
Cc1cc(NC(=O)C(=O)NCCC(O)c2ccco2)no1 (stereo not given) | i | 0.13 | 60.7
O=C(NCCNc1ccc(Nc2ccncc2)nn1)c1cccc(Cl)c1 | i | 0.133 | 50.6
COCCSc1nnc(-c2cn(C)nc2OC)n1C | i | 0.0914 | 61.0
CCOc1ccc(-c2ccc(=O)n(CCNS(=O)(=O)c3ccc(Cl)cc3)n2)cc1 | i | 0.0458 | 58.9
Cc1cc(=O)n2c(-c3cccc(NS(=O)(=O)c4cccs4)c3)csc2n1 | i | 0.15 | 51.5
CC(C)(C)C(=O)Cn1c(=O)n(CC(=O)NCCc2ccccc2)c(=O)c2sccc21 | i | 0.0781 | 64.4
COC(=O)Cn1c(=O)c2c(nc(-n3nc(C)cc3C)n2Cc2cccc(C)c2)n(C)c1=O | i | 0.0969 | 65.9
NC(=O)C1CCN(C(=O)Cc2cc(-c3cc4ccccc4o3)on2)CC1 | + | 0.0567* | 17.1*
CC1CCCCC1NC(=O)C1CCN(C(=O)N(C)C)CC1 (stereo not given) | i | 0.0794 | 64.2
O=S(=O)(NCC(O)Cc1ccccc1)c1ccc(Br)cc1 (stereo not given) | i | 0.182 | 71.3
Cc1cc(C)c(S(=O)(=O)N2CCN(c3c(C)cccc3C)CC2)c(C)c1 | i | 0.0677 | 57.1
CN(C)c1ccc(N2CCN(C(=O)c3ccc(S(N)(=O)=O)cc3)CC2)nn1 | + | 0.207* | 56.3*
CCCn1c(-n2nc(C)c(C)c2C)nc2c1c(=O)n(Cc1ccc(OC)cc1)c(=O)n2C | i | 0.118 | 75.3
Cn1nc(-c2cccc(NC(=O)c3ccc(S(=O)(=O)N4CCOCC4)cc3)c2)ccc1=O | i | 0.0945 | 64.3
COc1ccccc1C(=O)NC(=S)N1CCNC(=O)C1CC(=O)OCC1CCCO1 (stereo not given) | i | 0.0804 | 39.8
CCN1C(=O)C(C)(C)COc2cc(NC(=O)c3ccsc3)ccc21 | i | 0.101 | 53.7
Cc1cc2c(=O)n(Cc3ccco3)c(SCC(=O)N3CCCc4ccccc43)nc2s1 | i | 0.0502 | 61.5
CCc1cccc(CC)c1NC(=O)c1cccs1 | i | 0.0568 | 75.1
COc1ccc(-n2ccnc(SCC(=O)Nc3ccc(Cl)cc3)c2=O)cc1 | i | 0.148 | 58.9
COc1cccc(-n2nnc3c(N4CCN(C(=O)Cc5ccccc5)CC4)ncnc32)c1 | i | 0.0563 | 56.9
Cc1cc(Cl)cc2sc(N(CC3CCCO3)C(=O)CN(C)S(C)(=O)=O)nc12 (stereo not given) | i | 0.075 | 51.3
O=C(Nc1cccc(N2CCCCC2=O)c1)c1ccc(Cl)c(Cl)c1 | i | 0.13 | 52.7
CC1CCN(C(=O)CSc2ccc(NC(=O)c3ccco3)nn2)CC1 | i | 0.091 | 33.8
CNC(=O)c1nsc(C(=O)NCc2ccc(OC)cc2)c1N | i | 0.114 | 41.8
COc1ccc(C)c2sc(NC(=O)c3cc(C)no3)nc12 | + | 0.208* | 49.3*
COc1ccc(NC(=O)C(C)N2C(=O)c3ccccc3S2(=O)=O)cc1OC (stereo not given) | i | 0.101 | 52.7
CCN1C(=O)N(c2cc(C)ccc2C)C2CS(=O)(=O)CC21 (stereo not given) | i | 0.126 | 58.9
O=C(Nc1nc(-c2ccc(Cl)cc2)cs1)c1ccno1 | i | 0.131 | 57.6
Cc1cc(C)n(-c2ccc(N3CCCC(C(=O)Nc4ccc(-n5cnnn5)cc4)C3)nn2)n1 (stereo not given) | i | 0.0592 | 57.2
O=S(=O)(NC1CCCCC1)c1cccc2nsnc12 | i | 0.113 | 81.0
Cc1cn(C)nc1C(=O)Nc1nnc(-c2ccnn2C(C)C)o1 | i | 0.0639 | 40.2
COCCn1c(=O)c2c(nc3n(-c4cccc(C)c4)c(-c4ccccc4)cn23)n(C)c1=O | i | 0.0412 | 78.3
CCOc1ccc(C(=O)Nc2ccc(Nc3cc(-n4ccnc4)ncn3)cc2)cc1OCC | i | 0.0599 | 48.1
COc1ccccc1-c1coc2cc(OC(=O)c3cc(OC)c(OC)c(OC)c3)ccc2c1=O | i | 0.0276 | 45.5
Cn1c(C(F)(F)F)nn(CCNC(=O)Cc2ccc(F)cc2)c1=O | i | 0.0717 | 57.4
CCOc1ccc2nc(SCCN(C)C)[nH]c2c1 | i | 0.0419 | 54.9
Cc1ccccc1-c1noc(CSc2nc(C)c(CCO)c(=O)[nH]2)n1 | i | 0.0642 | 63.3
